ELG1 genotox = qHTS screen for small molecules that induce genotoxicity in human embryonic kidney (HEK293T) cells expressing luciferase-tagged ELG1; 330,000 compounds, 1.3% hits; AID 504466, 2011; Potency, µM (titrated, usually from 46 µM), for inactives: top-dose activity change, positive = activation, most hits filed as activators; HEK293T ELG1-luciferase reporter, luminescence, 16 h; further: potency means the concentration at half of the fitted maximal effect; % of control where 0% means no effect; nearly all actives have a fitted effect of over 60% in size
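Genotoxic stress is detected as increased luminescence from luciferase-tagged ELG1 in HEK293T cells, measured with ONE-Glo after a 16 hr treatment at 37 °C.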
NPC1 prom act = qHTS Assay for NPC1 Promoter Activators. Potency, µM (highest dose often 9.22 µM), without a hit: at the highest dose activation, usual class: activators. AID 485313, 2010. Huh7 NPC1 promoter luciferase reporter, 24 h. 320,000 compounds, 2.4% hits;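 further: potency means the concentration at half of the fitted maximal effect; % of control where 0% means no effect; nearly all actives have a fitted effect of over 60% in size; reporter is driven by a mutant NPC1 promoter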
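Stably transfected Huh7 (NPC1 promoter→luciferase), 1500 cells/well in Opti-MEM + 10% FBS, 2 h settle, then compound 24 h at 37 °C. Luminescence after 10 min with Amplite reagent.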
Rab9 promoter act = qHTS Assay for Rab9 Promoter Activators. Huh7 Rab9 promoter-luciferase reporter, luminescence, 24 h. 320,000 compounds, 2.8% hits. AID 485297, 2010. Potency, µM (titrated, usually from 9.22 µM), inactives show at the top dose activation, negative = inhibition, hits mostly activators; further: potency means the concentration at half of the fitted maximal effect; % of control where 0% means no effect; nearly all actives have a fitted effect of over 60% in size
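Stable Rab9-luc Huh7, 1500 cells/well, 2 h settle; cmpd in DMSO, 24 h, 37 °C/5% CO2; luciferase reagent 10 min RT; luminescence.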
RORgamma inh = qHTS for inhibitors of ROR gamma transcriptional activity; Drosophila S2 Gal4-RORgamma UAS-luciferase reporter, 20 h; Potency, µM (top dose mostly 53.6 µM), without a hit: top-dose activity change, negative = inhibition, hits mostly inhibitors; 310,000 compounds, 5.4% hits; further: potency means the concentration at half of the fitted maximal effect; on the % scale 0 is the no-effect control and ±100 the full control effect; nearly all actives have a fitted effect of over 60% in size
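Drosophila Schneider cells stably carrying a metallothionein-driven Gal4 DBD–ROR gamma fusion and a UAS-Photinus luciferase reporter were exposed to compound for 1 hr, then induced with copper sulfate (700 uM final) for 20 hr at ambient temperature before luminescence reading.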
FBPA coupling cs = qHTS Assay for Inhibitors of Fructose-1,6-bisphosphate Aldolase from Giardia Lamblia: Coupling assay counterscreen. coupling enzyme system counterscreen, AmpLite Red fluorescence. activity change, negative = inhibition, % at 58.2 µM, hits read low. 290,000 compounds, 0.67% hits; in the data active means activity change below about -30%; further: on the % scale 0 is the no-effect control and ±100 the full control effect
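Coupling enzymes only (glyceraldehyde-3-phosphate) + compound, at 57.5 uM final, 10 min RT; add substrate/coupling/AmpLite Red mix, 20 min RT; fluorescence ex 525/em 598 nm. Actives flag coupling-system interference.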
FLuc counter = qHTS profiling assay for firefly luciferase inhibitor/activator using purifed enzyme and Km concentrations of substrates (counterscreen for miR-21 project); 360,000 compounds, 6.9% hits; purified FLuc, Km substrates, luminescence inhibition; Potency, µM (doses to about 57.5 µM), inactives show at the top dose activity change, negative = inhibition, most hits filed as inhibitors;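 further: potency means the concentration at half of the fitted maximal effect; plate controls were vehicle for no effect and reference inhibitor for full effect; nearly all actives have a fitted effect of over 55% in size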
Target sequence (P08659 whole entry, looked up): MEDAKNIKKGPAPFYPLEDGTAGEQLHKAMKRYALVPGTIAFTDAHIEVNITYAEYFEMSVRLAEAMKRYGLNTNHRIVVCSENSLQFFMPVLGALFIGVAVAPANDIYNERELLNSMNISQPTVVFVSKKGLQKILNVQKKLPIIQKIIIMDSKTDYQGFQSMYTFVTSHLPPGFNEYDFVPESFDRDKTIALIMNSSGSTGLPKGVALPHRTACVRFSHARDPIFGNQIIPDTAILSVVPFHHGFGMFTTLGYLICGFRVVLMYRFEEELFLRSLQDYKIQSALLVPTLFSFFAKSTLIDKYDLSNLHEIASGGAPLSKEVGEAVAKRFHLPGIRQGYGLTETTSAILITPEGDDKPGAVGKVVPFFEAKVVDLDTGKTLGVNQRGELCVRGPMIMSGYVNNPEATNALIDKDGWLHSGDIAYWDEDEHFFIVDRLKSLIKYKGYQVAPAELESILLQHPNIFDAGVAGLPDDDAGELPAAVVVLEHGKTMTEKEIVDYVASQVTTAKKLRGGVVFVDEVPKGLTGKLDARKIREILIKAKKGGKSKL
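Biochemical qHTS of compounds, final roughly 60 µM downward over six points, against 10 nM purified firefly luciferase using Km concentrations of substrates (10 uM D-luciferin, 10 uM ATP) in Tris acetate pH 7.5 buffer; luminescence output.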
Giardia kill = Small Molecules that selectively kill Giardia lamblia: qHTS; Giardia lamblia trophozoite viability; activity change, % at 7.66 µM, hits read low; 340,000 compounds, 0.15% hits; AID 540267, 2011; in the data active means activity change below about -80%; inconclusive means between about -30% and that limit;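 further: parasites exposed to compound for two days anaerobically before the ATP read; on the % scale 0 is the no-effect control and ±100 the full control effect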
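ATP-content bioluminescence gauges trophozoite survival. Cells (100/well) receive compound and incubate anaerobically for 48 hrs at 37 deg C; detection reagent follows for 15-30 min at room temperature.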
uPA generation = qHTS for Inhibitors of Cell Surface uPA Generation. cell surface uPA generation assay, qHTS. Potency, µM (highest dose often 38.3 µM), without a hit: at the top dose activity change, negative = inhibition, hits mostly inhibitors. 330,000 compounds, 0.31% hits; active means well fitted inhibition curve with a large enough effect; inconclusive means small, poorly fitted or top-dose-only effect; inactive means no such curve, though single readings can be large or run the other way; tested in mouse RAW 264.7 cells; further: potency means the concentration at half of the fitted maximal effect; on the % scale 0 is the no-effect control and ±100 the full control effect; nearly all actives have a fitted effect of over 55% in size
VP16 counter = VP16 counterscreen qHTS for inhibitors of ROR gamma transcriptional activity | Drosophila S2 Gal4-VP16 UAS-luciferase, luminescence, 20 h | Potency, µM (titrated, usually from 53.6 µM), for inactives: at the top dose activity, negative = inhibition, hits mostly inhibitors | 310,000 compounds, 3.5% hits | AID 2546, 2010;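 further: Gal4-VP16 expression switched on by copper sulfate through the metallothionein promoter; potency means the concentration at half of the fitted maximal effect; on the % scale 0 is the no-effect control and ±100 the full control effect; nearly all actives have a fitted effect of over 50% in size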
KCNH2 3.1 inh = qHTS for Inhibitors of KCHN2 3.1: Mutant qHTS. U2OS KCNH2 3.1, thallium flux FluxOr; hits give low values. 340,000 compounds, 0.95% hits. activity change, % (tested at about 1.8 µM). Potassium voltage-gated channel subfamily H member 2, brain isoform KCNH2 3.1 (human);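 active means maximum activity change below -70%; inconclusive means maximum activity change from -70% to -50%; inactive means maximum activity change above -50%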;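 further: thallium influx rate constant from kinetic fluorescence after stimulation buffer; on the % scale 0 is the no-effect control and ±100 the full control effect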
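We transduce U2OS cells with the mutant 3.1 virus, culture them overnight, load FluxOr with Red40 quencher for 45 min, then add stimulation buffer and read kinetically for 2 min to derive a normalized rate constant.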
Tb PFK block = qHTS Assay to Find Inhibitors of T. brucei phosphofructokinase; ATP-dependent 6-phosphofructokinase (Trypanosoma brucei brucei), O15648; T. brucei PFK, ADP-Glo luminescence; Potency, µM (series often up to 57.5 µM), without a hit: at the top dose activity, negative = inhibition, usual class: inhibitors; 330,000 compounds, 0.17% hits;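 further: potency means the concentration at half of the fitted maximal effect; 0% = uninhibited 1x PFK enzyme wells and -100% = no-enzyme wells; nearly all actives have a fitted effect of over 60% in size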
Target sequence (O15648 whole entry, looked up): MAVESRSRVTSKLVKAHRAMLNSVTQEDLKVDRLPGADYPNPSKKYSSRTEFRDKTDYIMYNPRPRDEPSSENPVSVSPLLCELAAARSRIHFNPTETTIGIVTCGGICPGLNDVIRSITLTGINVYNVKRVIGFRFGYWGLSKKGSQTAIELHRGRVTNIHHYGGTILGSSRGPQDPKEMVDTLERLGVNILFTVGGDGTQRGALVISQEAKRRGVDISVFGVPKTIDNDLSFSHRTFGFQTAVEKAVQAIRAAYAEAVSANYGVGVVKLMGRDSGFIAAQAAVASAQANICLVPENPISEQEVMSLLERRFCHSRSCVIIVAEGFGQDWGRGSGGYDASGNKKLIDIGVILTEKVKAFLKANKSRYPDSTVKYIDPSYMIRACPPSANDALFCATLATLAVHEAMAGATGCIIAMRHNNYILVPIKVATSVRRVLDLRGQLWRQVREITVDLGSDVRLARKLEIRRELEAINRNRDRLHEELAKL
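ADP-Glo luminescence quantified ADP after 45 min at room temperature, with 1.25 nM T. brucei PFK, 0.1 mM ATP and 0.5 mM fructose-6-phosphate in pH 8.0 TEA buffer. qHTS titrations up to 57 µM; curves classified by quality.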
Active calls of the source: *; ? = inconclusive; · = not tested or not shown. Unless noted, the call rests on the fitted dose curve; in most records, active means well fitted curve in the direction sought with a large enough effect; inconclusive means small, poorly fitted or top-dose-only effect, or another doubt; inactive means no such curve, though single readings can be large; an effect the other way counts as inactive or inconclusive.

SMILES | ELG1 genotox | NPC1 prom act | Rab9 promoter act | RORgamma inh | FBPA coupling cs | FLuc counter | Giardia kill | uPA generation | VP16 counter | KCNH2 3.1 inh | Tb PFK block
Nc1ccc(C(=O)NCc2ccccc2)cc1 | 3.4% | 3.7% | 8.5% | 4.3% | 5.0 | -5.2% | 10.6 | 15.7% | -17.0% | -10.8 | -5.4%
N=c1sccn1CC(=O)NC(=O)NC1CCCC1 | 1.1% | -0.1% | -1.5% | -1.3% | 1.2 | 0.6% | -18.7 | -1.7% | -6.7% | 8.2 | -1.8%
COc1ccc(NC(=O)CSc2nnc3n2CCCCC3)cc1 | 12.3% | -4.0% | -3.9% | 3.2% | -1.0 | 5.1% | -1.3 | -3.7% | -2.4% | 6.2 | 2.5%
COc1ccc(NC(=O)c2ccccc2NS(C)(=O)=O)cc1OC | -3.1% | -4.5% | -5.1% | -14.5% | 2.9 | 16.9µM* | 1.6 | -0.6% | 4.4% | -6.9 | 2.9%
COc1ccc(OC)c2c(C)cc(N3CCN(C(=O)c4ccc(Cl)cc4)CC3)nc12 | -13.4% | -2.0% | -4.9% | 2.2% | 4.2 | 6.1% | 2.7 | · | -7.6% | -8.4 | 0.4%
Cc1sc(NC(=O)c2ccco2)c(CN2CCCCC2)c1C | -0.1% | 1.8% | -6.1% | ? | -2.1 | -12.7% | 4.4 | -0.6% | 5.9% | -1.8 | 3.4%
COc1ccccc1C(=O)NC(=O)COC(=O)CCOc1cc(C)ccc1C | 3.5% | -3.9% | -4.4% | · | 0.9 | 0.1% | -11.7 | -1.8% | · | -3.6 | -0.9%
c1ccc(Cc2noc(CN3CCCC(CN4CCOCC4)C3)n2)cc1 (stereo unspecified) | -0.9% | -0.2% | -5.0% | 5.2% | -0.5 | -4.9% | -8.6 | 0.7% | -10.6% | 10.6 | 5.1%
CN(c1ccccc1)S(=O)(=O)c1ccc(Cl)c(C(=O)Nc2nn[nH]n2)c1 | -0.3% | -2.7% | -1.1% | 6.4% | 7.5 | -15.0% | 0.5 | -7.1% | 3.9% | -1.5 | -2.8%
Cc1cc(NC(=O)CCC(=O)N(Cc2cccs2)C(C(=O)NC2CCCC2)c2cccnc2)no1 (stereo unspecified) | 0.0% | 0.0% | -3.9% | 30.1% | 1.7 | 2.9% | 10.7 | 3.8% | -3.6% | -1.9 | 7.6%
Cc1c(OCC(=O)NCC(O)c2ccccc2)ccc2c3c(c(=O)oc12)CCCC3 (stereo unspecified) | -2.6% | 1.2% | -4.1% | -0.1% | 3.0 | -3.5% | 0.9 | 7.8% | -0.2% | 9.9 | 10.7%
Cc1ccccc1NC(=O)c1ccc(CN(c2ccccc2)S(=O)(=O)c2ccccc2)cc1 | -1.2% | -5.2% | -0.8% | -34.7% | 0.1 | -0.4% | -0.9 | 0.9% | 2.5% | 8.3 | -2.8%
O=C(C[n+]1cc(-c2ccc(F)cc2)n2c1CCC2)Nc1nc(-c2ccc(F)cc2)cs1 | 0.8% | -1.9% | -9.5% | 1.6% | 1.2 | -13.2% | -2.5 | 1.8% | 2.0% | -4.5 | 1.4%
Cc1ccc(C(C)C)c(OCC(=O)Nc2sc3c(c2C#N)CC(C)(C)NC3(C)C)c1 | -22.3% | -0.3% | -0.2% | ? | -3.9 | 0.6% | 13.1 | -2.5% | ? | 8.3 | 1.1%
O=C(COC(=O)c1cccc(S(=O)(=O)N2CCCCCC2)c1)Nc1ccccc1C(F)(F)F | 1.3% | 0.7% | -1.5% | · | · | 3.8% | -10.0 | -25.6% | · | 2.3 | -5.5%
Fc1ccc(N/N=C2/CC(c3ccccc3)Oc3ccccc32)c(F)c1 (stereo unspecified) | ? | 5.4% | 2.2% | 34.6% | -6.4 | -16.2% | -23.0 | 3.1% | -7.9% | 4.1 | -2.1%
Cc1cc(C)n2ncc(C(=O)NC3CCCCC3)c2n1 | 1.3% | -4.7% | 3.6% | -10.9% | 1.0 | -2.3% | -3.0 | -0.7% | 3.9% | · | -1.1%
Cc1cc(C)cc(NC(=O)c2ccc3nc[nH]c3c2)c1 | 9.8% | 11.5% | 12.8% | 34.5% | 2.8 | 6.75µM* | 6.6 | 12.2% | 19.2% | -4.5 | -0.2%
CC(C)(CO)NCC(=O)Nc1cc(C(F)(F)F)cc(NC(=O)CNC(C)(C)CO)c1Cl | 0.0% | -6.8% | -2.4% | -3.2% | -0.4 | -1.1% | ? | 6.6% | -13.1% | 14.2 | -4.3%
CCn1ncc([N+](=O)[O-])c1C(=O)N1CCCC1 | 1.9% | -1.9% | -0.6% | -12.1% | 5.3 | -0.8% | 11.4 | 4.2% | -3.2% | ? | -5.1%
COC(=O)c1c(C)[nH]c(C(=O)OCC(=O)c2ccc(C)s2)c1C | 12.7% | · | · | · | · | · | 10.7 | -7.2% | · | -5.0 | 2.8%
COc1ccc(N(CC(=O)NCc2ccccc2Cl)S(=O)(=O)c2c(C)n[nH]c2C)cc1 | -1.1% | 10.7% | 4.3% | 1.7% | · | 0.8% | 4.2 | 0.9% | 6.9% | 15.1 | 1.5%
Cn1cc(SCC(N)=O)c2ccccc21 | -10.5% | -4.1% | -3.5% | 9.6% | 3.1 | 10.3% | 13.8 | 6.7% | 13.6% | -3.0 | 6.8%
O=C(/C=C/c1ccc(Cl)cc1)NC(=S)Nc1ccccc1C(=O)O | -0.1% | -3.2% | -0.8% | 9.3% | 0.6 | ? | -5.8 | ? | -0.3% | -8.3 | 1.7%
O=C(N/N=C/c1ccc(Cl)cc1Cl)c1ccc2nc[nH]c2c1 | 18.2% | 7.7% | 24.1% | 0.2% | · | 9.53µM* | -0.1 | -2.7% | 10.9% | 3.0 | -7.3%
S=C(NCCc1ccccn1)Nc1cc(Cl)cc(Cl)c1 | -1.6% | 1.0% | 1.8% | 5.01µM* | 0.2 | 2.2% | 27.5 | -7.3% | ? | -11.2 | -0.7%
CC1=C(C(=O)OC2CCCC2)C(c2coc3ccccc3c2=O)C2=C(CC(C)(C)CC2=O)N1 (stereo unspecified) | -5.4% | 0.9% | -3.2% | 6.6% | -0.6 | -3.6% | 2.6 | 2.1% | -15.5% | 7.4 | -1.6%
Cc1ccc(CNC(=O)/C(C#N)=C\c2ccc(N(C)C)cc2)cc1 | 0.7% | -2.4% | 3.1% | ? | -0.7 | ? | · | · | ? | · | 5.6%
Cc1cc(N2CCOCC2)nc2ccc(NC(=S)NC(C)C)cc12 | 2.2% | -0.4% | 0.5% | 10µM* | 1.8 | -7.3% | 23.1 | -0.3% | ? | 10.8 | -0.9%
C=CCNC(=O)c1ccc2c(c1)nnn2C | 1.4% | -4.8% | -0.3% | -9.9% | 0.5 | 3.9% | -2.8 | 0.3% | 4.0% | -4.0 | -3.2%
S=C(c1ccccc1)N1CCSCC1 | -1.4% | -2.3% | -1.1% | 17.8% | 1.8 | -2.4% | 11.9 | -2.1% | -7.5% | 3.5 | -14.6%
Nc1ncnc2c1ncn2[C@@H]1O[C@H](CNC(=O)[C@@H](N)C2CCCCC2)[C@@H](O)[C@H]1O | 16.7% | · | · | · | · | · | 16.7 | 8.6% | · | 3.3 | 0.8%
COC(=O)[C@H](C)NC(=O)NCc1ccccc1 | -1.3% | 3.9% | -8.6% | 8.6% | -0.8 | 0.1% | 3.9 | 2.4% | 1.3% | -1.7 | 0.7%
CCOc1ccccc1-n1cnc2cc(C(=O)NCc3ccco3)ccc21 | 0.0% | -0.7% | 5.1% | 17.2% | -1.7 | -12.7% | 3.5 | -6.4% | 11.6% | -32.6 | 4.6%
C=CCNC(=O)c1n[nH]c2c1CC(C(C)(C)CC)CC2 (stereo unspecified) | -4.1% | -2.7% | 1.9% | · | · | ? | 14.0 | -14.9% | · | · | 14.5%
C#CCOCCOCCOCCNc1nc(N2CCN(C(=O)[C@H]([C@@H](C)CC)n3cc(CCCCN)nn3)CC2)nc(N2CCN(C(=O)[C@H](CCCCN)n3cc(CCCC)nn3)CC2)n1 | 3.7% | -2.5% | -2.4% | · | · | -0.6% | -6.8 | -4.2% | · | 2.7 | -2.4%

Compound activity as filed in PubChem.
